# Source: PubChem BioAssay (The Scripps Research Institute Molecular Screening Center)
# TEAD-YAP inh: TEAD-YAP interaction inhibition; HEK-TIYL cells, TEAD-Gal4/YAP UAS-luciferase luminescence; inhibition, % at 9.12 µM; hit rate 1.4% among 640,000; in the data active = inhibition above about 32%;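 also: 0% = median of test compound wells and 100% = reference inhibitor wells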
# GPR151 activ: human GPR151 activation; Q8TDV0; PathHunter beta-arrestin GPR151 cells, luminescence; activation, % at 11.2 µM; hit rate 1% among 650,000; AID 1508602; in the data active = activation above about 4.9%;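 also: 0% = median of compound wells and 100% = cells with positive control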
# Target sequence (Q8TDV0 whole entry, looked up): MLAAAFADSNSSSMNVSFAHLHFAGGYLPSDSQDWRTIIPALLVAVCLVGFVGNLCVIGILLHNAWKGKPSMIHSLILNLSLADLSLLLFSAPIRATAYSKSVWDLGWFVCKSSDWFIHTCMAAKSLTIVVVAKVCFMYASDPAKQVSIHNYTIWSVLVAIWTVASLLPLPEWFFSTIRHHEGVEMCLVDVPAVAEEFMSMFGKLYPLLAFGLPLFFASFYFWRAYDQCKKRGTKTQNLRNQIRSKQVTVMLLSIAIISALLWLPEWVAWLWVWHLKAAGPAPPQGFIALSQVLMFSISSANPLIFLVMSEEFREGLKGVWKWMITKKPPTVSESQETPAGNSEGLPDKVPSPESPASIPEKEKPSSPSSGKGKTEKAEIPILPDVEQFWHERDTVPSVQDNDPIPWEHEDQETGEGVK
# MITF inh: inhibitors of human MITF | AlphaScreen MITF homodimerization, bead proximity signal | O75030 | inhibition, % at 2.6 µM | hit rate 0.91% among 650,000 | AID 1259374; in the data active = inhibition above about 50%;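 also: 0% = vehicle wells with protein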
# Target sequence (O75030 whole entry, looked up): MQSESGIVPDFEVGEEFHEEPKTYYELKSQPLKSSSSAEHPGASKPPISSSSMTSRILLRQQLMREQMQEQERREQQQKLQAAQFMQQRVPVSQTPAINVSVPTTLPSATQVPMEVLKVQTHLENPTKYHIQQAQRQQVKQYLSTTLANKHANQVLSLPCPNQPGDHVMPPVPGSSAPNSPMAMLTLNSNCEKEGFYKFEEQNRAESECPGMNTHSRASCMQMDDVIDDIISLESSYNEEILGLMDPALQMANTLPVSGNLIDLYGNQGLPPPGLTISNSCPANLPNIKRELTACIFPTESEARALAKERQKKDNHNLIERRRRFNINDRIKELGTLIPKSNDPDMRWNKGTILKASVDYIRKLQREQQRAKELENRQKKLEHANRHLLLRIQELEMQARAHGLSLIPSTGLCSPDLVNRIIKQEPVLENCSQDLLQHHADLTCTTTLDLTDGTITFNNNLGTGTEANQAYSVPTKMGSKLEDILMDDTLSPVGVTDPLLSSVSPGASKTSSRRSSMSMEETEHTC
# FBW7 act: human FBW7 E3 ligase activation, primary screen; Q969H0; AlphaScreen FBW7–phospho-cyclin E peptide binding, activator screen; normalized activity (activation), % at 26.1 µM; hit rate 0.13% among 650,000; in the data active = normalized activity above about 1.9%;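 also: purified mutant Fbw7 with reduced substrate affinity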
# The depositor's hits bear a star; nt = no result given; & = joins results of further samples.
item	Compound	TEAD-YAP inh	GPR151 activ	MITF inh	FBW7 act
1	COc1cc(C(=O)O)cc(Cl)c1OCCC(C)C	-4	-1.4	-17	0.0
2	CCN(CCn1cccn1)C(=O)CC1C(=O)NCCN1CCc1ccccc1 (stereo not given)	4	1.5	3	0.1
3	COC(=O)C1=C(C)NC2=C(C(=O)CC(c3cccs3)C2)C1c1ccc([N+](=O)[O-])cc1 (stereo not given)	11&-2	0.1&-0.5	1&8	-0.1&0.1
4	COc1cccc(CN2CCOCC2)c1O	-1	-0.9	-6	-0.1
5	O=C1C2C3C=CC(CO)(O3)C2C(=O)N1c1ccc(I)cc1 (stereo not given)	2	2.7	10	0.2
6	c1ccc2c(c1)nc(NCCCN1CCOCC1)c1nnnn12	-8	-1.5	7	0.0
7	COC(=O)c1cc(OC(=O)C23CC4CC(CC(C4)C2)C3)n(C)n1	4	-0.8	-5	-0.1
8	CNC(=O)C1Cc2ccccc2N1C(=O)NCc1cccs1 (stereo not given)	6	-1.5	12	0.9
9	O=C(NCc1ccccc1)/C(=C/c1ccc2c(c1)OCO2)NC(=O)c1ccccc1Cl	7	0.0	-4	-0.2
10	COc1ccc(-c2cnc3ccc(NCc4cccs4)nn23)cc1OC	-3	-0.4	3	0.0
11	O=C1OC(c2cccc(Cl)c2)=N/C1=C\c1cccc(F)c1	8	-0.1	5	-0.1
12	COc1ccc(CCNc2nc(NCc3ccc4c(c3)OCO4)ncc2C)cc1	15	-0.1	-3	0.0
13	CN1CCN(C(=O)CCc2nnc(C3CCCCC3)o2)[C@@H](c2ccccc2)C1	-38	0.0	13	0.0
14	CC(/C=N/NC(=S)Nc1ccc(S(=O)(=O)N2CCOCC2)cc1)=C\c1ccccc1	3	3.2	4	-0.1
15	COC(=O)c1ccc(COC(=O)c2ccccc2Br)cc1	-10	-11	20	1.0
16	CCOc1ccc(-n2c(C)c(C(C)=O)c3cc(OC(=O)c4ccc(-c5ccccc5)cc4)ccc32)cc1	2	-1.5	11	0.8
17	O=C1O/C(=C/C(=O)N2CCOCC2)c2ccccc21	-1	-1.4	7	-0.1
18	CCOC(=O)C1=C(O)/C(=C\c2ccc3c(c2)OCO3)SC1=Nc1ccc([N+](=O)[O-])cc1	-24	2.8	9	0.2
19	O=C(Nc1ccc(S(=O)(=O)N2CCCCCC2)cc1)C1CCCCC1	12	3.9	-3	0.0
20	CCSc1nnc(-c2ccccc2NC(C)=O)c(=O)[nH]1	-45	0.9	10	0.2
21	COc1ccc(C2C(C(=O)Nc3ccc(F)cc3F)c3cc(OC)c(OC)cc3C(=O)N2C)cc1OC (stereo not given)	10	-1.3	10	0.0
22	Cc1ccc(OCCCN2CC(C)OC(C)C2)cc1C (stereo not given)	3	1.4	48	0.0
23	CCCC(=O)Nc1nnc(CCOC)s1	13	0.0	-17	0.1
24	COc1cccc2c1CCN(Cc1ccccc1C)C2=O	-9	1.9	5	0.0
25	O=c1c2ccccc2c(/C=N/c2ncn[nH]2)c(O)n1Cc1ccccc1	6	1.1	-6	-0.1
26	COCC(=O)NCc1nn(-c2ccccc2)nc1C	4	-1.2	-15	-0.1
27	CSc1cccc(NS(=O)(=O)c2cc3[nH]c(=O)c(=O)[nH]c3cc2C)c1	1	-0.8	8	0.1
28	COCC(=O)N1CCC(n2nccc2NC(=O)CCOc2ccccc2)CC1	-34	-1.2	-7	0.0
29	O=C(CCC(=O)NCCCc1ccccc1)NCCCc1ccccc1	9	-0.3	-19	-0.1
30	O=C(CCl)c1c[nH]c2ccc(F)cc12	3	-1.3	15	1.2

# Look-ups from above:
# no. 29 in MITF inh is listed with -19
# no. 2 in FBW7 act is listed with 0.1
# no. 27 in GPR151 activ is listed with -0.8
# no. 23 in TEAD-YAP inh is listed with 13

# Back to the main list, starting 7 compounds before the break.
item	Compound	TEAD-YAP inh	GPR151 activ	MITF inh	FBW7 act
24	COc1cccc2c1CCN(Cc1ccccc1C)C2=O	-9	1.9	5	0.0
25	O=c1c2ccccc2c(/C=N/c2ncn[nH]2)c(O)n1Cc1ccccc1	6	1.1	-6	-0.1
26	COCC(=O)NCc1nn(-c2ccccc2)nc1C	4	-1.2	-15	-0.1
27	CSc1cccc(NS(=O)(=O)c2cc3[nH]c(=O)c(=O)[nH]c3cc2C)c1	1	-0.8	8	0.1
28	COCC(=O)N1CCC(n2nccc2NC(=O)CCOc2ccccc2)CC1	-34	-1.2	-7	0.0
29	O=C(CCC(=O)NCCCc1ccccc1)NCCCc1ccccc1	9	-0.3	-19	-0.1
30	O=C(CCl)c1c[nH]c2ccc(F)cc12	3	-1.3	15	1.2
31	Cc1ccccc1NC(=O)CN1C(=O)C(C)(C)Oc2ccc(C(=O)NC(C)C)cc21	-2	0.1	-4	-0.1
32	Cc1ccc(C)c(C(=O)Cn2c(NCCO)nc3ccccc32)c1	4	0.2	-13	-0.1
33	Cc1ccc(-n2c(SCC(=O)NCc3ccccc3)nc3c(sc(=S)n3-c3ccccc3C)c2=O)cc1	-3	0.6	1	0.1
34	C=CCN=c1scc(-c2ccc(Cl)cc2)n1CC=C	7	0.7	25	0.0
35	COc1ccccc1NC(=O)c1ccc(OCC(=O)Nc2ccccc2F)cc1	2	-1.1	14	0.0
36	CCNC(=O)Cn1c(NCC)nc2c1c(=O)n(C)c(=O)n2C	5	1.8	-6	-0.1
37	CCN(CC)c1nc(NCCc2ccc(OC)cc2)nc(Nc2ccncn2)n1	-7	0.4	-3	-0.1
38	CCOc1ccccc1Nc1nnc(SCCC#N)s1	13	-0.7	-18	-0.1
39	Cc1ccc(F)cc1NC(=O)N[C@H]1C[C@H]2C(=O)N[C@H](Cc3ccccc3)C(=O)N2C1	2	-0.3	-5	-0.2
40	CCOc1ccc2nc(NS(=O)(=O)c3ccc4c5c(cccc35)C(=O)N4C)sc2c1	4	1.1	11	0.1
41	COc1ccccc1C(=O)Nc1cccc(N(C)S(C)(=O)=O)c1	3	-0.4	21	0.9
42	Cc1cccc(NS(=O)(=O)c2ccc(OCC(=O)N3CCCC3)cc2)c1	6	-0.4	-3	0.0
43	COc1ccc(C(=O)O)cc1S(=O)(=O)N1CCOCC1	5	-0.6	11	0.8
44	CCCCCNC(=O)c1ccc2c(c1)nc(C)n2-c1cc(C)ccc1OC	-1	0.8	-4	-0.5
45	O=C(CSc1nc(O)cc(=O)n1-c1ccccc1)N1CCCCC1	4	-1.2	13	0.1
46	O=C(c1ccccc1)c1cc(Br)ccc1NC(=O)c1nc[nH]c1C(=O)O	6	1.1	-2	0.0
47	CCCSc1nc(N)c(NC(=O)c2ccco2)c(=O)[nH]1	-6	0.7	-10	0.0
48	Nc1c(Cl)cc(N2C(=O)c3ccc(C(=O)OCC(=O)c4ccc(Br)cc4)cc3C2=O)cc1Br	0	1.8	8	0.2
49	N#Cc1cccc(NC(=O)N2CCC3(CC2)OCc2ccccc2O3)c1	-5	-1.2	-11	0.1
50	CCCCOc1ccc(NC(=O)C(=O)NC(C)C)cc1	7	5.6*	-12	-0.2
51	CCS(=O)(=O)N1CC=C[C@H]1C(=O)NC1CC1	-3	1.8	10	0.0
52	Cc1ccccc1N(CC(=O)Nc1ccccc1C(=O)O)S(C)(=O)=O	-7	1.4	9	0.4
53	Cn1cccc1CN(Cc1cccs1)C(=O)C1(c2ccccc2)CCOCC1	7	-0.5	6	-0.1
54	O=C(NC(=O)c1ccc(Cl)cc1)Nc1ccc(F)c(F)c1	-5	1.1	17	0.2
55	COc1ccc(OCC(=O)Nc2ccccc2N2CCN(C(=O)C(C)C)CC2)cc1	3	1.4	-9	-0.2
56	O=[N+]([O-])c1ccc2nc(Cl)nc(-c3ccccc3)c2c1	2	2.6	-1	-0.1
57	CC(Sc1ccc([N+](=O)[O-])cc1)C(=O)O (stereo not given)	7	0.2	4	0.0
58	O=C(NCCN1CCN(C(=O)NCCCc2ccccc2)CC1)c1ccc2c(c1)OCO2	-6	2.1	6	0.1
59	Cc1ccc(-c2nnc(N3CCCCC3)c3ccccc23)cc1S(=O)(=O)NCC1CCCO1 (stereo not given)	12	1.3	-1	-0.1
60	Cc1cccc(N(CC(=O)NC2CC3CCC2C3)S(C)(=O)=O)c1C (stereo not given)	7	1.5	1	0.3

# More compounds
item	Compound	TEAD-YAP inh	GPR151 activ	MITF inh	FBW7 act
61	CCCCOc1ccc(C(=O)N/C(=C/c2ccc([N+](=O)[O-])cc2)C(N)=O)cc1	6	0.2	1	0.0
62	CC[C@H](C)[C@H](NC(=O)CNC(=O)[C@H](C)NC(=O)[C@H](C)NC(=O)[C@H](Cc1c[nH]cn1)NC(=O)[C@H](CC(N)=O)NC(=O)CNC(=O)[C@H](CC(N)=O)NC(=O)[C@H](C)NC(=O)[C@H](CCC(N)=O)NC(=O)[C@H](CC(C)C)NC(=O)[C@H](CC(C)C)NC(=O)[C@H](CCCNC(=N)N)NC(=O)[C@H](CCC(N)=O)NC(=O)[C@H](CC(C)C)NC(=O)[C@H](CCCNC(=N)N)NC(=O)CNC(=O)[C@H](CCC(N)=O)NC(=O)[C@H](CC(C)C)NC(=O)CNC(=O)[C@@H]1CCCN1C(=O)[C@@H]1CCCN1C(=O)CNC(=O)[C@@H]1CCCN1C(=O)[C@H](CCCNC(=N)N)NC(=O)[C@@H](N)Cc1ccc(O)cc1)C(=O)N[C@@H](CC(C)C)C(=O)N[C@H](C(=O)N[C@@H](CCSC)C(N)=O)[C@@H](C)O	nt	0.6	-28	0.1
63	COc1ccccc1NC(=S)N(Cc1ccc(C)cc1)Cc1cccnc1	4	-1.0	13	0.0
64	O=c1[nH]c(Nc2nc3ccccc3o2)nc2ccc([N+](=O)[O-])cc12	-2	-0.9	7	0.1
65	Cc1cc2cc(CNC(=O)c3cc4ccccc4o3)ccc2[nH]1	1	1.8	2	0.0
66	CN(C)CCCN1C(=O)CSC1c1ccc(Br)cc1 (stereo not given)	10	-1.5	13	0.0
67	O=C(O)c1cc(=O)c2cccc(O)c2[nH]1	-4	-0.4	9	0.0
68	CS(=O)(=O)N(CC(=O)N1CCCCC1)c1cc(Cl)cc(Cl)c1	8	-0.1	9	0.1
69	O=C(CN(c1cc(C(F)(F)F)ccc1Cl)S(=O)(=O)c1ccccc1)NCC1CCCO1 (stereo not given)	9	0.7	3	-0.1
70	COc1ccc(NC(=O)COc2cccc(C)c2)c([N+](=O)[O-])c1	-33	6.9*	21	-0.1
71	Cn1c(=O)c2c(ncn2CC(O)CN=CN2CCCCC2)n(C)c1=O (stereo not given)	0	-2.5	-3	0.0
72	CC1C=CCC2C(=O)N(c3ccc(Cl)c(F)c3)C(=O)C12 (stereo not given)	3	-0.1	7	0.0
73	COc1ccccc1NC(=O)c1c(NC(=O)c2cc([N+](=O)[O-])ccc2Cl)sc2c1CCC(C)C2 (stereo not given)	-28	1.0	0	-0.7
74	COC(=O)c1ccc(-c2cnn3c(NCc4ccc(F)cc4)ccnc23)cc1	2	-0.1	10	0.0
75	Cc1cccc(C(=O)NNS(=O)(=O)c2ccc(Cl)cc2)c1O	-1	-1.9	9	0.3
76	CCCCN1C(=O)C2C(C(=O)Nc3ccc(Oc4ccccc4)cc3)C3C=CC2(O3)C1C(=O)NC1CCCCC1 (stereo not given)	8	1.6	5	0.1
77	O=C(CSc1nc(O)cc(=O)n1-c1ccccc1)c1ccccc1	9	0.8	11	0.0
78	O=C(NCCOc1ccccc1)c1cccc(Nc2ccc(-n3ccnc3)cc2)n1	61*	1.6	11	0.1
79	O=C(CCN1C(=O)C(=O)c2ccccc21)c1ccccc1	-12	-0.1	18	0.2
80	COc1ccc(OC)c(C2CC(=O)C3=C(C2)NC(=O)CC3c2ccc(C(F)(F)F)cc2)c1 (stereo not given)	-11	0.3	-11	-0.1
81	CCOC(=O)Cc1ccc(N(Cc2ccc(F)cc2)S(=O)(=O)c2cccc([N+](=O)[O-])c2)cc1	-3	-0.3	17	-0.2
82	CCC(=O)N1CCN=C1SCc1cc(C)ccc1C	-1	-0.6	11	-0.1
83	Cn1nc(-c2ccc(F)cc2)n(-c2ccncc2)c1=O	-3	-1.2	0	0.0
84	O=C(c1cccs1)N1N=C(c2cccnc2)CC1c1ccccc1O (stereo not given)	-5	1.4	10	0.2
85	Cc1cc(C)c2nc(SCC(=O)Nc3nc(C)cs3)c(C#N)cc2c1	-3	1.1	-8	0.0
86	NC(=O)c1c(NC(=O)CN(C(=O)c2cccs2)C2CCCC2)sc2c1CCCC2	-2	0.4	-6	-0.1
87	COc1ccc(NC2CC(=O)N(c3ccc(I)cc3)C2=O)cc1 (stereo not given)	-2	-0.1	1	0.0
88	N#C/C(=C\c1ccccc1C(=O)O)c1nc(-c2cc3ccccc3oc2=O)cs1	10	-1.4	18	0.6
89	CSc1nc2sc3c(c2c(=O)n1CCc1ccccc1)CCC3	12	0.0	-13	0.2
90	O=C1NC(=S)N/C1=C/c1ccc(-c2ccc([N+](=O)[O-])cc2Br)o1	-5	-0.3	-15	-0.1

# The list continues.
item	Compound	TEAD-YAP inh	GPR151 activ	MITF inh	FBW7 act
91	Cc1nc(N2CCC(C(=O)N(C)Cc3ccsc3)CC2)nc2cc3c(cc12)CCC3	-15	-0.1	2	0.2
92	COCCC(=O)N1CCc2c([nH]c3ccccc23)C1C(C)(C)C (stereo not given)	1	2.7	0	-0.2
93	Nc1cccc(-c2nc(NCc3cccnc3)c3ncn(-c4ccccc4)c3n2)c1	16	3.4	7	0.2
94	CCNC(=O)CC1C(=O)N(c2ccc(F)cc2)C(=O)N1Cc1ccc(OC)c(OC)c1 (stereo not given)	6	0.9	13	0.7
95	O=C(COC(=O)CSc1ccccc1)Nc1ccc2c(c1)CCC2	-6	1.7	0	-0.1
